Cdc42 wt = human Cdc42 wildtype GTP binding change, either direction; GST-Cdc42 beads, Bodipy-GTP binding, flow cytometry; actives lie on both sides; 190,000 compounds, 0.2% hits; P60953; percent activity (GTP binding), % at 10 µM; AID 761;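 active = percent activity GTP binding at least 20 points away from the 100% baseline, either down as inhibitor or up as activator; inconclusive = compound flagged as likely green fluorescent from well-wide comparison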;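 also: median bead fluorescence of bound Bodipy-FL-GTP at 100 nM; 0% = excess unlabeled GTP control and 100% = no compound control; below 100% means less GTP binding so inhibitor and above means activator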
Target sequence (P60953 whole entry, looked up): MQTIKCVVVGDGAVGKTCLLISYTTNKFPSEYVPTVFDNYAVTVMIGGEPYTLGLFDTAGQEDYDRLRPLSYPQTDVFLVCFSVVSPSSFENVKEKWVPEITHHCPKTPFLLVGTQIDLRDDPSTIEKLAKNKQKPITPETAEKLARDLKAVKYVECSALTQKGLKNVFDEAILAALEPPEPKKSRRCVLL
Rab2 wt GTP = changes GTP binding to wildtype dog Rab2A, up or down | 190,000 compounds, 0.19% hits | GST-Rab2 wt beads, Bodipy-GTP binding, flow cytometry | P61105 | GTP binding activity, % at 10 µM;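 active = GTP binding activity at least 20 points away from 100%, either lowered or raised; inconclusive = signal likely due to the compound's own green fluorescence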;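 also: 0% = beads with excess unlabeled GTP and 100% = no-compound control corrected for plate trend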
Rab7 wt GTP bind = modulators of GTP binding to dog Rab7 wildtype GTPase; GTP binding activity (percent of control), % at 10 µM; GST-Rab7 beads, fluorescent GTP binding, flow cytometry; actives lie on both sides; untreated = 100%, excess cold GTP = 0%; 190,000 compounds, 0.055% hits;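 active = fluorescent GTP binding to Rab7 beads changed by at least 20 points from the 100% baseline, either direction, mostly lower; inconclusive = compound itself probably fluorescent, or too few beads counted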;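 also: median green fluorescence of bound Bodipy-FL-GTP per Rab7 bead population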
ABCB1 inh = inhibitors of human ABCB1 transporter, ABCG2 counter-screen; P08183; 190,000 compounds, 0.067% hits; inhibition, % at 6.6 µM; CCRF-Adr cells, JC-1 efflux, flow cytometry; AID 1326; in the data active = inhibition above about 40%;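 also: 0% = vehicle and 100% = reference inhibitor; higher value means more JC-1 retained so stronger ABCB1 efflux block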
Rac1 mut GTP = human Rac1 activated mutant GTP binding change; P63000; GST-Rac1 activated beads, fluorescent GTP binding, flow cytometry; actives lie on both sides; 100% means binding = to untreated wells; percent activity (GTP binding), % at 10 µM; 190,000 compounds, 0.11% hits;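 active = GTP binding at least 20 percentage points away from the 100% baseline, in either direction, so actives lie on both sides; inconclusive = Compound likely fluorescent itself, or too few beads counted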
Rac1 wt GTP bind = alters GTP binding to wildtype human Rac1; P63000; GST-Rac1 beads, fluorescent GTP binding, flow cytometry; actives lie on both sides; 0 = cold GTP competed, 100 = untreated; GTP binding activity (% of control), % at 10 µM; 190,000 compounds, 0.27% hits; AID 757;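 active = GTP binding activity at least 20 points away from the 100% control level, either lower or higher; inconclusive = compound flagged as likely green fluorescent, judged across all proteins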
ABCG2 block = human ABCG2 inhibition, ABCB1 as counter-screen. IgMXP3 cells, JC-1 efflux, flow cytometry. inhibition, % at 6.6 µM. 190,000 compounds, 0.1% hits. AID 1325;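 active = inhibition above 80%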;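 also: 0% = DMSO and 100% = nicardipine control wells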
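Incubation: cells with compound and JC-1, 10 min at 25 °C, rotating, no wash / Test system: IgMXP3 (ABCG2) plus far-red-tagged CCRF-Adr (ABCB1) cells / Compound dosing: one concentration, 6.6 µM final / Also added: JC-1 fluorescent substrate / Evaluation: efflux inhibition in percent versus controls / Detection: flow cytometry, 530 nm JC-1 signal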
Mcl1 Noxa PPI = disrupts binding of human Mcl-1 to Noxa peptide | Q07820 | TR-FRET Mcl-1/Noxa peptide binding, 2 h | inhibition, % at 21.7 µM | 220,000 compounds, 1.5% hits;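 active = compounds that cut the protein-peptide binding signal by more than 50% relative to plate controls in a single-dose test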;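 also: His-tagged Mcl-1 with rhodamine Noxa BH3 peptide and terbium anti-His antibody; 0% = Mcl-1 plus Noxa peptide wells and 100% = peptide-only wells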
Target sequence (Q07820 whole entry, looked up): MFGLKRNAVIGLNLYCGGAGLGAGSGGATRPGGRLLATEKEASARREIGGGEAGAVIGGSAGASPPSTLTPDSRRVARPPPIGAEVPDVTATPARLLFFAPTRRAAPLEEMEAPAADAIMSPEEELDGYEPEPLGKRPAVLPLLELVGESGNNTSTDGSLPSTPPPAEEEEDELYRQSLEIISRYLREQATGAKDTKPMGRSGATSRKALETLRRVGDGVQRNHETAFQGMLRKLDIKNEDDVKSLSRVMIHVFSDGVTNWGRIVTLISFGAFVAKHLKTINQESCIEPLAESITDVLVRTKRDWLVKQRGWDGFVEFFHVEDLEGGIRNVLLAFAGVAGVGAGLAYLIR
Avidin fluor = avidin bead compound fluorescence profile | Avidin beads, compound fluorescence 488/530 nm, flow cytometry; stronger effect = higher value | fluorescence (KMESF) at 10 µM | AID 1775 | 220,000 compounds, 0.38% hits; in the data active = fluorescence above about 47; also: inactives centre near 10
HRas wt GTP = changes GTP binding to wildtype human HRas; P01112; GST-Ras wt beads, Bodipy-FL-GTP binding, flow cytometry; actives lie on both sides; GTP binding activity, % at 10 µM; 190,000 compounds, 0.14% hits; AID 759;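 active = GTP binding activity at least 20% away from the 100% baseline, either lowered as inhibitor or raised as activator; inconclusive = flagged as likely green fluorescent, judged across all proteins in the well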;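 also: 0% = unlabeled GTP competition control and 100% = no-compound control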
Target sequence (P01112 whole entry, looked up): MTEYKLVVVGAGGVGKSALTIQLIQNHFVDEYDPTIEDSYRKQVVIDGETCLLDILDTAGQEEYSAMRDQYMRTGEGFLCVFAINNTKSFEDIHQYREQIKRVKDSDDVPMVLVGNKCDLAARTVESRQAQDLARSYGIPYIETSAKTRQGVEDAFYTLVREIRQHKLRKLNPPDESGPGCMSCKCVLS
Pf gamet viab = P. falciparum stage V gametocyte viability inhibition. P. falciparum stage V gametocytes, ATP luminescence, 24 h. inhibition, % at 10.9 µM. 150,000 compounds, 0.065% hits. AID 743093;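 active = inhibition above the mean plus 3 SD of compounds within the control limits, set per campaign, cut at about 38% in these data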;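 also: 0% = DMSO wells and 100% = medium only without gametocytes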
Starred values were filed as active, the others as inactive; ? = inconclusive; . = not tested or not shown.

SMILES	Cdc42 wt	Rab2 wt GTP	Rab7 wt GTP bind	ABCB1 inh	Rac1 mut GTP	Rac1 wt GTP bind	ABCG2 block	Mcl1 Noxa PPI	Avidin fluor	HRas wt GTP	Pf gamet viab
CC(=O)Nc1cccc(Oc2cc(C#N)c(C#N)cc2N2CCCCCC2)c1	98	98	99	-2.5	96	100	-3	-13	6	99	10
CCCS(=O)(=O)c1c(S(=O)(=O)CCC)c2c(N)cccn2c1C(=O)c1ccc(Br)cc1	101	98	96	0.1	100	102	0	3	20	97	.
Cn1c(N2CCCCC2)nc2c1c(=O)n(Cc1cccc(Br)c1)c(=O)n2C	97	95	98	5.9	97	99	54	26	10	98	.
COc1ccc(C(=O)N2CCCC2)cc1	100	98	94	0.5	96	100	0	-11	13	98	-1
O=C(CNS(=O)(=O)c1cccs1)NCc1ccccc1	99	97	102	0.1	94	99	-1	4	11	99	-1
Cc1ccc(OC(=O)c2ccccc2C(=O)OCC(F)(F)C(F)F)cc1	105	101	100	0.8	102	107	6	11	5	102	.
O=C(/C=C/c1ccco1)OCc1nnc(-c2ccccc2)o1	99	96	96	0.0	97	99	3	11	13	98	5
COc1ccc(S(=O)(=O)N2CCN(c3ccccc3)CC2)cc1	98	99	105	0.5	96	101	0	3	11	100	11
Cn1c(=O)cc(SCC(=O)NCCC2=CCCCC2)c2ccccc21	105	98	98	1.7	100	103	15	3	11	101	-2
O=C(Nc1ccccc1Cl)NC1(C(=O)N2CCCC2)CCCCC1	98	99	103	-0.2	97	100	0	-15	5	101	.
N=C1C(c2ccccc2)=C(O)CN1c1ccccc1N1CCOCC1	97	97	98	0.2	96	96	0	8	16	98	.
CCSc1nc(C(F)(F)F)cc(=O)n1-c1ccccc1	101	97	98	0.5	99	102	3	12	22	100	17
Cc1nc2ccccc2n1CC(=O)NCCN1CCCC1	101	100	100	0.6	99	106	7	-1	27	101	-3
Cc1cccc(NC(=O)CSc2nnc(-c3ccco3)n2CC2CCCO2)n1 (stereo not given)	101	99	103	0.4	99	103	6	-5	6	98	.
O=C(Nc1nc2ccccc2[nH]1)c1ccccc1F	100	100	96	-0.2	100	104	35	-4	13	99	23
Cc1ccc(-c2csc3nnc(SCC(=O)NCc4ccco4)n23)cc1	99	96	94	1.1	95	95	6	7	35	97	3
O=C(Cc1ccc(Br)cc1)Nc1ccc(S(=O)(=O)NCC2CCCO2)cc1 (stereo not given)	95	98	103	0.3	94	99	3	3	9	97	.
CCN(CC)c1ccc(S(=O)(=O)N2CCOCC2)cc1NS(C)(=O)=O	101	99	96	0.3	97	100	0	-2	8	98	-17
O=C(NNC(=S)Nc1ccc(Br)cc1Cl)c1ccco1	100	94	92	-1.6	95	100	-9	-89	4	97	6
CCC(Oc1ccc2c(=O)c(-c3ccccc3OC)coc2c1)C(=O)OCc1ccccc1 (stereo not given)	99	101	101	1.2	101	101	7	14	15	100	-15
COC(=O)c1sccc1-n1cccc1C(=O)NCc1ccccc1	96	95	95	0.1	95	96	0	11	35	97	-15
CCc1ccc(Cn2nnc(C(=O)Nc3cccc(C)c3)c2N)cc1	101	100	98	0.4	98	103	0	8	7	100	.
O=C(O)c1cccc(CN2C(=O)SC(Nc3cccc4ccccc34)C2=O)c1 (stereo not given)	94	95	99	0.1	93	98	0	6	11	97	.
COc1ccc(C(=O)COC(=O)CN2C(=O)C3C4C=CC(C4)C3C2=O)cc1 (stereo not given)	98	98	101	2.3	98	100	13	0	16	98	1
Cc1ccc(-c2nnc(-c3ccc(NC(=O)c4cccs4)cc3)o2)cc1	?	?	?	-0.2	?	?	-1	4	9	?	.

The listing continues.
SMILES	Cdc42 wt	Rab2 wt GTP	Rab7 wt GTP bind	ABCB1 inh	Rac1 mut GTP	Rac1 wt GTP bind	ABCG2 block	Mcl1 Noxa PPI	Avidin fluor	HRas wt GTP	Pf gamet viab
CCc1nc(C)cn1S(=O)(=O)c1cc(C)c(OC)c(C)c1C	101	98	100	1.1	96	101	12	17	29	101	-7
COc1ccc(OC)c(/C=N/NC(=O)CCc2n[nH]c(=O)[nH]c2=O)c1	93	95	105	0.7	95	96	4	-11	28	99	6
O=C(O)COc1ccc(/C=N/NC(=O)c2ccccc2Br)cc1	97	95	101	1.0	98	102	1	-7	7	97	.
COc1cccc(C(=O)NC(=S)NCc2ccco2)c1	103	97	101	0.1	100	104	8	10	4	99	.
O=c1c2ccccc2c(-c2ccccc2)nn1-c1ccc(Cl)c(Cl)c1	101	100	98	0.8	99	102	4	-17	32	101	19
Nc1cccc(C2=Nc3cccc4cccc(c34)N2)c1	101	97	99	-0.6	96	103	-2	74*	11	100	-7
CCN(CC)c1nc(C)nc2c1cnn2CCc1ccccc1	101	101	99	0.2	98	101	1	7	8	100	.
C/C(=N\NC(=O)CCC(=O)Nc1ccc(C)c(C)c1)c1cccs1	101	98	103	1.1	96	97	8	17	11	97	-4
NC(=O)NC(=O)COC(=O)c1ccc(OC(F)F)cc1	97	98	95	1.2	96	98	3	15	9	97	-5
COc1ccc2[nH]cc(C(O)CN3CCC(C(N)=O)CC3)c2c1 (stereo not given)	98	97	97	0.8	96	98	4	0	20	99	-1
CCc1nnc(NC(=O)CSc2nnc(Cc3cc(=O)[nH]c(=O)[nH]3)n2-c2cccc(OC)c2)s1	90	91	91	-0.2	91	93	0	-15	24	89	7
CCOC(=O)c1oc2c(CN3CCN(C)CC3)c(O)ccc2c(=O)c1-c1ccccc1OC	106	102	100	-2.6	99	107	-3	3	8	102	.
C/C(=N\NC(=O)c1cccc(Cl)c1)c1cccc(NC(=O)c2ccco2)c1	95	93	94	0.2	95	98	2	15	3	97	.
CC1(C)CC(=O)C2=C(C1)OC(N)=C(C#N)C2c1cn(-c2ccccc2)nc1-c1ccccc1 (stereo not given)	96	97	92	0.1	99	99	-4	32	13	100	-5
O=c1c2c3c(sc2nc2sc(CN4CCOCC4)cn12)CCCC3	101	102	104	0.8	97	101	5	-5	11	100	8
CCOC(=O)NC(c1ccccc1)C1CCCCC1=O (stereo not given)	96	98	98	0.1	95	95	-1	-8	6	96	-15
Cc1nc2ncnn2c(C)c1CCC(=O)NCc1ccco1	98	98	97	0.1	96	101	1	0	11	97	-3
Cc1cc(C(=O)Nn2cnc3ccccc3c2=O)ccc1[N+](=O)[O-]	90	94	103	-0.1	92	94	3	-4	6	94	0
Cc1ccc(-n2ncc3c(=O)n(CC(=O)N4CCN(c5ccccc5)CC4)cnc32)cc1	91	95	96	0.8	95	95	2	14	23	96	-21
COc1cc(/C=N/NC(=O)c2ccc(=O)[nH]n2)ccc1O	101	100	102	0.2	100	99	1	9	10	100	15
COC(=O)N/N=C\C=C\c1ccc2c(c1)OCO2	100	99	99	0.0	101	101	0	-9	22	99	.
COc1ccccc1-c1nn2c(C3COc4ccccc4O3)nnc2s1 (stereo not given)	99	97	100	-0.1	97	98	0	-13	6	97	8
COc1ccc(C(=O)Oc2ccc(/C=N/O)cc2)cc1	105	100	99	0.3	99	107	3	11	9	102	40*
Fc1cccc(Cn2ccc(-c3ccc4c(c3)OCO4)n2)c1	97	97	96	0.2	96	97	2	8	37	96	2
CCOc1ccccc1CN1CCN(CCCn2cccn2)CC1CCO (stereo not given)	97	97	102	0.8	97	104	4	8	11	100	-15

Some values from the list:
NC(=O)NC(=O)COC(=O)c1ccc(OC(F)F)cc1 in HRas wt GTP reads 97
CC1(C)CC(=O)C2=C(C1)OC(N)=C(C#N)C2c1cn(-c2ccccc2)nc1-c1ccccc1 (stereo not given) in HRas wt GTP reads 100

(listing goes on)
SMILES	Cdc42 wt	Rab2 wt GTP	Rab7 wt GTP bind	ABCB1 inh	Rac1 mut GTP	Rac1 wt GTP bind	ABCG2 block	Mcl1 Noxa PPI	Avidin fluor	HRas wt GTP	Pf gamet viab
Cc1cc(NC(=O)C(C)C)ncc1NC(=O)c1cccc(F)c1	105	104	98	0.0	97	101	0	7	8	103	-9
N#CC1(C#N)C(C(N)=O)C1c1ccccc1 (stereo not given)	106	101	102	-0.4	102	108	0	5	14	104	.
O=C(NN1CCOCC1)c1cc(-c2ccc(Br)s2)nc2ccccc12	95	93	88	0.9	92	98	3	6	24	94	8
O=C1c2cccc([N+](=O)[O-])c2C(=O)N1c1c[nH]c(=O)[nH]c1=O	90	92	99	-0.5	93	92	-1	2	18	94	1
O=C(OCC1CC(c2ccccc2)=NO1)c1ccc(Br)cc1 (stereo not given)	98	92	97	0.1	92	94	3	12	8	91	-3
O=C(Nc1ccc(Br)cc1)c1cccnc1N1CCOCC1	93	96	92	0.8	93	93	2	-12	7	93	10
Cc1cc(O)c(Oc2cc(C)cc(O)c2O)c(O)c1	97	97	106	-1.0	95	97	1	61*	9	97	.
COCCCNC(=S)NCCNc1nc2c(C)c(C)ccc2cc1C#N	101	98	95	1.7	94	99	18	-15	8	96	-7
CN1CCc2nc(SCc3ccc(C(C)(C)C)cc3)c(C#N)cc2C1	96	89	99	0.3	93	105	1	3	24	102	.
Cn1c(SCC(=O)c2ccccc2)nnc1-c1ccco1	97	98	94	-0.3	99	99	7	12	5	97	.
Cc1cc(C)n(C(=O)c2c([N+](=O)[O-])c(C)nn2C)n1	100	100	99	0.0	98	103	0	-8	6	98	11
Fc1cc(NCc2ccccc2)nc(NCc2ccccc2)n1	100	101	98	2.6	101	104	11	15	5	103	-2
CC(C)CN(C)C(=O)CCc1nnc(Cc2cccc(C(F)(F)F)c2)o1	94	99	104	-0.1	93	95	0	-2	2	98	-2
Cc1ccc(C)c(NC(=O)c2ccc3ccccc3n2)c1	97	99	99	0.2	98	111	2	-13	18	104	-5
COc1ccc(OC)c(C2N(c3cc(C)on3)C(=O)C3CCCN32)c1 (stereo not given)	102	103	103	1.0	101	101	3	-24	10	103	.
COc1ccc(N2CCN(Cc3cc(=O)oc4cc(C)c(Cl)cc34)CC2)cc1	100	98	100	0.2	100	100	1	13	4	98	3
Cc1ccccc1C(=O)NC(=S)NCCN1CCOCC1	103	103	98	-0.6	102	101	-4	-14	9	100	-28
N#C/C(=C(/O)CSc1ncn[nH]1)c1nc2ccccc2[nH]1	95	98	105	-0.4	96	98	-1	48	18	100	3
C=CCNC(=O)c1ccc(-c2nc(-c3ccc(Cl)cc3Cl)cs2)cc1	96	96	96	0.2	93	99	3	-20	13	99	1
Cc1ccc(S(=O)(=O)NCC(=O)OCN2C(=O)c3ccccc3C2=O)cc1	96	93	94	0.5	94	92	1	8	19	92	-1

High-throughput results as filed in PubChem BioAssay.

Random draw from the library. Share with any hit: about 2.3%.
